Pol kappa inh: inhibitors of human DNA polymerase kappa; Potency, µM (doses to about 107 µM), for inactives: top-dose activity, negative = inhibition, most hits filed as inhibitors; 0.53% of 400,000 active; purified Pol kappa, fluorescent DNA synthesis assay, 10 min; Q9UBT6; also: % is scaled to controls: 0 for no effect and ±100 for the full control effect
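Readout: fluorescence, taken kinetically at 0 and 10 min. Conditions: 10 nM Pol kappa, 15 min RT compound preincubation, 50 nM substrate final. Controls: enzyme-free buffer wells.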
JMJD2A Tudor: blocks the human JMJD2A Tudor domain; Potency, µM (doses to about 114 µM), for the others: at the top dose activity change, negative = inhibition, usual class: inhibitors; AID 504339; O75164; AlphaScreen JMJD2A-Tudor / H3K4me3 peptide binding; 4.4% of 390,000 active; also: % is scaled to controls: 0 for no effect and ±100 for the full control effect; nearly all actives have a fitted effect of over 50% in size
Target sequence (O75164 whole entry, looked up, the tested form may be a part): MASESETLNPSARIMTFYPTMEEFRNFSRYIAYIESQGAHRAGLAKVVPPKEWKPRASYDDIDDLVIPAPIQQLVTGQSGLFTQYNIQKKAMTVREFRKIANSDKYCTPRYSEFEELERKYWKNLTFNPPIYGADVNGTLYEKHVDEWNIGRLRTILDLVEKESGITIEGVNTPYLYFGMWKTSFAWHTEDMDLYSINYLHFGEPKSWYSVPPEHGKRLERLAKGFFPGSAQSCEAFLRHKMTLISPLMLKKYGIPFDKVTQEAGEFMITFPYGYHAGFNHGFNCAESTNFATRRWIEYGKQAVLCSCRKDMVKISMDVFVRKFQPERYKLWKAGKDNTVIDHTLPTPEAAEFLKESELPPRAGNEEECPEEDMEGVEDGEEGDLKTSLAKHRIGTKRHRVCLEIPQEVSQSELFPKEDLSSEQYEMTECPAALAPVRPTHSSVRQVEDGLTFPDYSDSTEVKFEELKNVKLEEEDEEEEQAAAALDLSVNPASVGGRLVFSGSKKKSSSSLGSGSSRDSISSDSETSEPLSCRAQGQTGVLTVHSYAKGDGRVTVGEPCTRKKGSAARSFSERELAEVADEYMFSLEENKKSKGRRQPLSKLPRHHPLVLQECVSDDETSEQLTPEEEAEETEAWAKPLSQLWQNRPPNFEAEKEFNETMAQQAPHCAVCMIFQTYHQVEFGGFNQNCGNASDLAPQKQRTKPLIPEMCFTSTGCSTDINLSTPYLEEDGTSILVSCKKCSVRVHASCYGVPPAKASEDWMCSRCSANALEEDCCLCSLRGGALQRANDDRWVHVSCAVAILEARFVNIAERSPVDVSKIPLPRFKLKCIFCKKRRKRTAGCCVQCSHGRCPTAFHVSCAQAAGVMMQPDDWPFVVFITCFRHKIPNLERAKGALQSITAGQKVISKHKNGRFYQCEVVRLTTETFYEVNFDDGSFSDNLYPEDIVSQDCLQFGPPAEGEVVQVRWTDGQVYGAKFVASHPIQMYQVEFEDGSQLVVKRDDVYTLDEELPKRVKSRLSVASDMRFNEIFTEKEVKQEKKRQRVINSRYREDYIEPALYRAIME
Pol beta inh: DNA polymerase beta (human) inhibition. P06746. Pol beta primer extension/strand displacement, fluorescence kinetic. Potency, µM (doses to about 114 µM), for the others: at the top dose activity change, negative = inhibition, actives largely listed as inhibitors. 1.3% of 340,000 active; also: % is scaled to controls: 0 for no effect and ±100 for the full control effect
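Preincubation: enzyme (10 nM) with compound, 15 min, RT. Reaction: substrate added to 50 nM final. Reads: 0 and 10 min. Analysis: normalized, Hill fit.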
BAZ2B inh: inhibitors of human BAZ2B bromodomain | Q9UIF8 | AID 504333 | Potency, µM (titrated, usually from 114 µM), for the others: at the top dose activity change, negative = inhibition, usual class: inhibitors | AlphaScreen BAZ2B-H3K14Ac peptide displacement | 4.4% of 360,000 active; also: % is scaled to controls: 0 for no effect and ±100 for the full control effect; nearly all actives have a fitted effect of over 60% in size
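AlphaScreen luminescence quantifies BAZ2B engagement of H3K14Ac peptide; the protein and biotinylated peptide are both at 50 nM final, buffer PBS pH 7.4 with 0.01% Tween-20, all steps at room temperature.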
POLH inh: DNA polymerase eta (human) inhibition; Q9Y253; recombinant Pol eta, fluorescent DNA replication assay; Potency, µM (top dose mostly 114 µM), without a hit: at the top dose activity change, negative = inhibition, hits mostly inhibitors; 1.2% of 390,000 active; AID 588591; also: % is scaled to controls: 0 for no effect and ±100 for the full control effect
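Fluorescent replication assay: 50 nM final substrate added after a 15 min room-temperature compound preincubation with 10 nM enzyme. Signal taken at 0 min and again at 10 min.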
POLI inh: blocks human DNA polymerase iota activity; Pol iota fluorescent replication assay, 10 min; 1% of 390,000 active; AID 588590; Potency, µM (doses to about 115 µM), for inactives: at the top dose activity, negative = inhibition, actives largely listed as inhibitors
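Fluorescent replication assay read twice, at 0 min and 10 min after adding 50 nM (final) substrate. Enzyme (10 nM) and compounds were first incubated 15 min at room temperature; enzyme-free buffer wells were negative controls.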
G9a inh: blocks human histone lysine methyltransferase G9a; G9a H3K9 monomethylation, AlphaScreen, 2 h; 8.8% of 350,000 active; Q96KQ7; Potency, µM (titrated, usually from 102 µM), for the others: at the top dose activity, negative = inhibition, actives largely listed as inhibitors; also: % is scaled to controls: 0 for no effect and ±100 for the full control effect; nearly all actives have a fitted effect of over 75% in size
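AlphaScreen read-out: biotin-H3K9 peptide (500 nM) methylation by 20 nM enzyme with 20 uM SAM, 2 h at room temperature after 15 min compound preincubation; anti-monomethyl H3K9 antibody plus donor/acceptor beads, 10 min dark.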
BLM helicase inh: blocks DNA unwinding by human BLM helicase. 0.2% of 350,000 active. P54132. Potency, µM (highest dose often 56.1 µM), inactives show top-dose activity change, negative = inhibition, actives largely listed as inhibitors. recombinant BLM DNA unwinding, fluorescence dequenching. AID 2528;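 also: plate controls were vehicle for no effect and no enzyme for full effect; nearly all actives have a fitted effect of over 35% in size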
APE1 inh: inhibitors of human APE1 endonuclease; AID 2517; 0.35% of 350,000 active; Potency, µM (top dose mostly 65.8 µM), without a hit: at the top dose activity change, negative = inhibition, usual class: inhibitors; P27695; recombinant APE1, TAMRA/BHQ-2 abasic DNA cleavage fluorescence;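 also: plate controls were vehicle for no effect and reference inhibitor for full effect; nearly all actives have a fitted effect of over 55% in size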
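Activity was derived from the fluorescence gain between first and third kinetic reads (60 s intervals, ex 525/em 598 nm) after 50 nM THF-abasic TAMRA/BHQ-2 duplex was added to 0.75 nM APE1 preincubated 15 min with compound.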
* = called active by the depositor; u = inconclusive; x = not tested or not shown; & = joins results of further samples; [ ] = dose if it differs, or a comment. Calls follow the shape of the dose curve; as a rule, active = well fitted curve in the direction sought with a large enough effect; inconclusive = small, poorly fitted or top-dose-only effect, or another doubt; inactive = no such curve, though single readings can be large; an effect the other way counts as inactive or inconclusive. Potency is read from the fitted curve at half-maximal effect. These rows are one share of the data; count on the stated rates, not on these rows.

SMILES	Pol kappa inh	JMJD2A Tudor	Pol beta inh	BAZ2B inh	POLH inh	POLI inh	G9a inh	BLM helicase inh	APE1 inh
CC(C(=O)NC(c1ccccc1)c1ccccc1)N1CCOCC1 (stereo not given)	-22%	8%	60%	5%	-19%	13%	20%	-2%	11%
Cc1ccc(-n2c(SCC(=O)OC(C)C)nnc2-c2ccccn2)cc1	-24%	50µM*	3%	50µM*	-2%	13%	-8%[59 µM]	-2%	3%
COc1ccc(NC(=O)/C(Cl)=C(/Cl)S(=O)Cc2ccc(C)cc2)cn1 (stereo not given)	x	x	5%	45%[activator]	x	x	u	-1%	-1%
CCCc1nnc(NC(=O)Nc2ccccc2OC)s1	-10%	-19%	-3%	-4%	-16%	14%	-12%[59 µM]	-3%	0%
CN(n1cnc2ccccc2c1=O)S(C)(=O)=O	-5%	-14%	9%	3%	8%	43%	6%	-7%	1%
COc1ccccc1NC(=S)N(CCCN1CCOCC1)Cc1cn(C)c2ccccc12	-5%	u	23%	u	-3%	62%[activator]	u	-1%	9%
CC(C)Cc1c(O)nc(SCC(=O)Nc2ccc3c(c2)CCC3)[nH]c1=O	2%[60.1 µM]	-27%	4%	3%	-5%	5%	10%[59 µM]	-9%	9%
O=C(CSCC(=O)N1CCCCC1)OCC(=O)c1c[nH]c2ccccc12	-16%	u	-23%	-21%	1%	13%	-24%[12.7 µM]	-3%	-3%
NCCNC(=O)c1ccc(Cl)cc1	-5%[19.4 µM]	x	-9%[57.1 µM]	x	3%[57.1 µM]	-10%[58.9 µM]	51%[activator][12.7 µM]	4%	-1%&19%
CCc1c(O)nc(SCC(=O)N2CCCCC2)n(-c2ccccc2C)c1=O	-1%	-13%	16%	-5%	-3%	6%	2%	0%	2%
COc1ccccc1CC(=O)N1CCN(c2ccc([N+](=O)[O-])cc2)CC1	4%	-7%	22%	0%	-11%	25%	11%[0.501 µM]	-3%	2%
Cc1ccc(N=C2S/C(=C/c3cccc(OCC(=O)O)c3)C(=O)N2C)cc1C	-6%	u	24%	u	-5%	u	-42%	-2%	3%
CS(=O)(=O)N1CCC(C(=O)Nc2ccc3c(c2)OCCO3)CC1	-5%	-2%	11%	u	-12%	19%	10%	0%	0%
Cc1ccc(NC(=O)C(=O)NCCOc2ccccc2Cl)cc1	-5%	-14%	21%	12%	-9%	14%	u	3%	-11%
Cc1ccc(OCCOCCOc2ccc(Br)cc2/C=N\NC(=O)c2ccncc2)cc1	-18%	-17%	-11%	-6%	-21%	10%	-1%	-4%	u
COc1ccccc1OCCCn1c(C2CC(=O)N(c3ccc(F)cc3)C2)nc2ccccc21 (stereo not given)	-5%	-14%	2%	-14%	x	24%	0%[59 µM]	-4%	x
COc1ncc2ncc(=O)n(C)c2n1	0%[60.1 µM]	x	x	x	x	x	-17%[12.7 µM]	1%	22%
O=C(NC1CCCCC1)C1CCC(CNS(=O)(=O)c2ccccc2)CC1 (stereo not given)	5%	-6%	-27%	5%	8%	31%[activator]	7%	-5%	44%
COc1cccc(-c2nc(CS(=O)(=O)CC(=O)N3CCN(C)CC3)c(C)o2)c1	13%	-10%	82%	1%	-12%	15%	22%[59 µM]	4%	0%
CC(C)C(=O)c1c(C(C)C)nn2ccccc12	-11%[60.1 µM]	-12%	10%[57.1 µM]	x	-3%[57.1 µM]	-2%[58.9 µM]	4%[59 µM]	-4%	u
O=C(NCc1ccc(C(F)(F)F)cc1)C1CC(c2ccccc2C(F)(F)F)=NO1 (stereo not given)	-8%	-1%	u	6%	-7%	-16%	26%[59 µM]	-10%	-3%
Cc1csc(NC(=O)CSc2nnc(NC(=O)NC(C)(C)C)s2)n1	-19%	-10%	x	-3%	-23%	44%[activator]	u	x	17%
CC(=O)Nc1ccc(N(C(=O)CNC(=O)c2ccco2)C(C(=O)NCC2CCCO2)c2ccccc2)cc1 (stereo not given)	1%	-3%	0%	-10%	-1%	25%	x	2%	8%
COc1ccc(C(=O)NC2CCCCC2)cc1S(=O)(=O)N1CCOCC1	-6%	4%	15%	4%	-4%	15%	11%	3%	33%
O=[N+]([O-])c1ccc(N2CCCCC2)s1	-6%	-25%	-24%	-31%	-7%	22%	22µM*	-3%	8%

Part of the list above in order of molecular weight, lowest first.
SMILES	Pol kappa inh	JMJD2A Tudor	Pol beta inh	BAZ2B inh	POLH inh	POLI inh	G9a inh	BLM helicase inh	APE1 inh
COc1ncc2ncc(=O)n(C)c2n1	0%[60.1 µM]	x	x	x	x	x	-17%[12.7 µM]	1%	22%
CN(n1cnc2ccccc2c1=O)S(C)(=O)=O	-5%	-14%	9%	3%	8%	43%	6%	-7%	1%
CCCc1nnc(NC(=O)Nc2ccccc2OC)s1	-10%	-19%	-3%	-4%	-16%	14%	-12%[59 µM]	-3%	0%
Cc1ccc(NC(=O)C(=O)NCCOc2ccccc2Cl)cc1	-5%	-14%	21%	12%	-9%	14%	u	3%	-11%
Cc1ccc(N=C2S/C(=C/c3cccc(OCC(=O)O)c3)C(=O)N2C)cc1C	-6%	u	24%	u	-5%	u	-42%	-2%	3%
COc1cccc(-c2nc(CS(=O)(=O)CC(=O)N3CCN(C)CC3)c(C)o2)c1	13%	-10%	82%	1%	-12%	15%	22%[59 µM]	4%	0%

Results in APE1 inh, for some of the entries so far:
Structure	APE1 inh
COc1ncc2ncc(=O)n(C)c2n1	22%
CC(C)C(=O)c1c(C(C)C)nn2ccccc12	u

Grouped by structure, the compounds so far containing a Cl atom.
SMILES	Pol kappa inh	JMJD2A Tudor	Pol beta inh	BAZ2B inh	POLH inh	POLI inh	G9a inh	BLM helicase inh	APE1 inh
COc1ccc(NC(=O)/C(Cl)=C(/Cl)S(=O)Cc2ccc(C)cc2)cn1 (stereo not given)	x	x	5%	45%[activator]	x	x	u	-1%	-1%
NCCNC(=O)c1ccc(Cl)cc1	-5%[19.4 µM]	x	-9%[57.1 µM]	x	3%[57.1 µM]	-10%[58.9 µM]	51%[activator][12.7 µM]	4%	-1%&19%
Cc1ccc(NC(=O)C(=O)NCCOc2ccccc2Cl)cc1	-5%	-14%	21%	12%	-9%	14%	u	3%	-11%

(listing goes on)
SMILES	Pol kappa inh	JMJD2A Tudor	Pol beta inh	BAZ2B inh	POLH inh	POLI inh	G9a inh	BLM helicase inh	APE1 inh
O=c1cc(CSc2nnc(Nc3ccccc3F)s2)nc2sccn12	-12%	-13%	u	-23%	1%	48%[activator]	u	-12%	3%
O=C(Nc1ccc(NS(=O)(=O)c2ccccc2)cc1)c1cccnc1	1%	-1%	35%	4%	-16%	-2%	x	-3%	22%
Cc1cc(C)cc(C(=O)NCC(=O)OCc2nc(N)nc(Nc3ccccc3C)n2)c1	1%	-5%	x	-8%	-22%	-3%	-6%[12.7 µM]	x	20%
COc1ccc(CC(=O)Nc2nnc(SCC(=O)NCc3ccco3)s2)cc1OC	-20%	-14%	u	u	-7%	u	-10%	-9%	u
O=C(NCCc1cccc(F)c1)C1CCN(S(=O)(=O)c2ccc(F)cc2)CC1	-12%	-9%	5%	13%	-22%	40%[activator]	5%[2.33 µM]	-1%	72%[activator]
O=C1CC(c2ccco2)CC(O)=C1C=Nc1ccccc1-c1ccccc1 (stereo not given)	-3%	-15%	-5%	-11%	-4%	u	10%[59 µM]	-7%	-2%
COc1cccc(NCc2cc(=O)oc3cc(C)c(O)cc23)c1	-5%	-13%	43%	-2%	-4%	12%	-8%	-4%	-13%
Cc1ccc(NC(=O)CCCc2nc3ccccc3s2)c(O)c1	-10%	-21%	0%	-14%	-8%	31%[activator]	26%	-4%	22%
Cc1ccc(CNC(C)(C)CO)cc1	-4%	-10%	-2%	-14%	-9%	13%	u	2%	0%
Cc1ccc(C(=O)NCCCNC(=O)COc2ccc(C)c(C)c2)cn1	-11%	-1%	16%	-11%	7%	14%	-19%	-1%	29%
C/C(=C\[C@@H](NP(=O)(c1ccccc1)c1ccccc1)c1ccccc1)CO[Si](c1ccccc1)(c1ccccc1)C(C)(C)C	-9%	u	x	x	-4%	u	x	-18%	-4%
CCOC(=O)C(C)Oc1c(C(=O)OC)sc2ncccc12 (stereo not given)	-4%	-1%	20%	-3%	-2%	156%[activator]	-3%	-4%	0%
CS(=O)(=O)c1ccc(C(=O)OCC(=O)NC2CCS(=O)(=O)C2)cc1[N+](=O)[O-] (stereo not given)	-6%	-13%	19%	1%	u	28%	-50%	-11%	2%
S=c1[nH]nc(C(c2ccccc2)C2CCCCC2)o1 (stereo not given)	0%	-11%	-2%	-29%	-8%	22%	45µM*	0%	3%
CCN(C(=O)CSc1nc2ccccc2n1Cc1ccc(F)cc1Cl)c1ccccc1	-13%[60.1 µM]	-7%	3%	-33%	-8%	-13%	-8%[12.7 µM]	-1%	x
COC(C/C=C\[C@H](O)[C@@H](C)OCc1ccccc1)OC	0%	-4%	x	x	0%	19%	x	x	x
CCC(=O)c1ccc(N2CCN(C(=O)c3cc([N+](=O)[O-])ccc3F)CC2)c(F)c1	-25%	-23%	u	u	-19%	153%[activator]	x	-2%	-4%
CC1Cc2cc(S(=O)(=O)NCCc3ccc(Cl)cc3)ccc2N1C(=O)C1CCC1 (stereo not given)	-11%	-9%	-2%	4%	-10%	0%	-11%[59 µM]	-10%	x
COCCn1c(SCc2nnc(-c3ccccc3)o2)nc2sc3c(c2c1=O)CCC3	-16%	-22%	15%	1%	-25%	3%	-5%[59 µM]	-8%	0%
CCOC(=O)c1ccc(NC(=O)c2ccc3c(c2)c(C)c(C)n3Cc2ccc(F)cc2)cc1	1%	-24%	0%	-14%	-10%	27%	-3%[59 µM]	-3%	x
CC(=O)c1ccc(N2CCN(C(=O)C3CCN(S(=O)(=O)Cc4ccccc4)CC3)CC2)cc1	4%	-19%	-1%	3%	-11%	11%	-10%	-9%	1%

Screening results (PubChem BioAssay)
